High-throughput results (PubChem BioAssay)
AmpC inh detg = qHTS Inhibitors of AmpC Beta-Lactamase (assay with detergent) | P00811 | AmpC hydrolysis of nitrocefin, absorbance 480 nm, 0.01% Triton | Potency, µM (titrated, usually from 114 µM), without a hit: at the top dose activity change, negative = inhibition, actives largely listed as inhibitors | actives 0.041% (n = 370,000) | AID 485294, 2010;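 also: potency is read from the fitted curve at half-maximal effect; 0% = no-compound wells and -100% = no-enzyme wells; nearly all actives have a fitted effect of over 25% in size; some results filed as inactive show a strong effect at the top dose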
Target sequence (P00811 whole entry, looked up): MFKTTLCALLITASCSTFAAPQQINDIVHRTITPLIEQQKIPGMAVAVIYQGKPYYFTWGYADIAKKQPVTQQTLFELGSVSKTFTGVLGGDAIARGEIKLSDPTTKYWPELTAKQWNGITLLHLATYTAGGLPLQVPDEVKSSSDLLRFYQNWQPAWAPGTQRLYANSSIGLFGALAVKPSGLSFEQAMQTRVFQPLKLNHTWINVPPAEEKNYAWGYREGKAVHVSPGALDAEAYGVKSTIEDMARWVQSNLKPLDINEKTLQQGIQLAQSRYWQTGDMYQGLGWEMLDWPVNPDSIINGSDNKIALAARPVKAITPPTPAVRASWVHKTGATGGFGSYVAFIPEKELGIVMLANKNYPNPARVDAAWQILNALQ
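20 mM phosphate pH 7.0 + 0.01% (detergent screen) or 0.0001% Triton X-100; 5.3 nM AmpC reagent; cpd preinc 15 min RT; nitrocefin (800 uM stock) to start; A480 q20 s × 4 min; Activity was normalised to no-enzyme and no-compound control wells.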
AmpC inh no detg = qHTS Inhibitors of AmpC Beta-Lactamase (assay without detergent) | AmpC nitrocefin hydrolysis, absorbance 480 nm, 0.0001% Triton | actives 0.52% (n = 330,000) | Potency, µM (series often up to 57.1 µM), inactives show at the highest dose activity change, negative = inhibition, most hits filed as inhibitors | P00811;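 also: potency is read from the fitted curve at half-maximal effect; plate controls were no compound for no effect and no enzyme for full effect; nearly all actives have a fitted effect of over 20% in size; some results filed as inactive show a strong effect at the top dose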
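20 mM phosphate pH 7.0 + 0.01% (detergent screen) or 0.0001% Triton X-100; 5.3 nM AmpC reagent; cpd preinc 15 min RT; nitrocefin (800 uM stock) to start; A480 q20 s × 4 min; Activity was normalised to no-enzyme and no-compound control wells.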
HCV inhibitor = qHTS Assay for Inhibitors of Hepatitis C Virus (HCV). actives 3.4% (n = 340,000). Potency, µM (highest dose often 41.8 µM), for inactives: top-dose activity change, negative = inhibition, most hits filed as inhibitors. Huh7.5.1 HCVcc-Cre infection, luciferase reporter, 44 h; also: potency is read from the fitted curve at half-maximal effect
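Cells (1,000/well) were plated 4 h before compound, then infected with HCVcc-Cre virus (~0.5 moi). After 44 h further culture, infection was read as luciferase luminescence following a 15 min substrate incubation at room temperature.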
HCMV antiviral = qHTS Assay for inhibitors of the human cytomegalovirus (HCMV); HFF cells, HCMV-luciferase reporter, 72 h; active compounds read low; activity change, negative = inhibition, % at 57.5 µM; actives 4.5% (n = 410,000); AID 1259415, 2018; in the data active = activity change below about -60%; inconclusive = no clear call, values can overlap the other calls; inactive = above about -39%
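Steps: HFFs plated, 16 h 37C; compounds added; HCMV-luciferase added to MOI 1 PFU/cell; 72 h 37C; OneGlo reagent, 5 min room temperature; luminescence read, normalized to controls.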
Giardia FBPA inh = qHTS Assay for Inhibitors of Fructose-1,6-bisphosphate Aldolase from Giardia Lamblia | Potency, µM (doses to about 59.6 µM), without a hit: top-dose activity, negative = inhibition, most hits filed as inhibitors | actives 0.71% (n = 290,000) | purified Giardia FBPA | A8B2U2 | AID 2451, 2010; also: potency is read from the fitted curve at half-maximal effect; nearly all actives have a fitted effect of over 55% in size
Target sequence (A8B2U2 whole entry, looked up): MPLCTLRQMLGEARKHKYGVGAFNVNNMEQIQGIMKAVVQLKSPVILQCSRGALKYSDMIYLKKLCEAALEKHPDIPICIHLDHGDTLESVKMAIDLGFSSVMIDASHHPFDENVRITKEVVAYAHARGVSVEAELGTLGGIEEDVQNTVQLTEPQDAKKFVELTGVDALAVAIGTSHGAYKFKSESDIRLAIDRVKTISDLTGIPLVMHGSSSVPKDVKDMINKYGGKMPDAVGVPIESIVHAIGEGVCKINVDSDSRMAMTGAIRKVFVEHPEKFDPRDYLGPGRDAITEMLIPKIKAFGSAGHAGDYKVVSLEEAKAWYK
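Giardia FBPA (40 nM reagent) was preincubated 10 min at RT with compound (up to 57.5 uM final), then substrate plus GAPDH/TPI/NAD/arsenate coupling system with diaphorase/resazurin was added; resorufin fluorescence (525/598 nm) was read after 20 min.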
Sm TGR block = qHTS Assay for the Inhibitors of Schistosoma Mansoni Peroxiredoxins; Schistosoma mansoni thioredoxin glutathione reductase (TGR), Q962Y6; purified TGR, DTNB reduction, TNB absorbance 405 nm; Potency, µM (titrated, usually from 114 µM), inactives show at the highest dose activity change, negative = inhibition, actives largely listed as inhibitors; actives 3% (n = 360,000); also: potency is read from the fitted curve at half-maximal effect; nearly all actives have a fitted effect of over 60% in size
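Kinetic colorimetric format: TGR-catalysed, NADPH-driven DTNB reduction monitored via TNB absorbance. Enzyme dispensed at 20 nM; compound exposure 15 min at room temperature before reaction start.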
* hit, by the source's call; ? = inconclusive; / = not tested or not shown; [ ] = another dose, or the depositor's remark. Unless noted, calls follow the shape of the dose curve; as a rule, active = well fitted curve in the direction sought with a large enough effect; inconclusive = small, poorly fitted or top-dose-only effect, or another doubt; inactive = no such curve, though single readings can be large; an effect the other way counts as inactive or inconclusive. Unless noted, % is scaled to controls: 0 for no effect and ±100 for the full control effect.

SMILES	AmpC inh detg	AmpC inh no detg	HCV inhibitor	HCMV antiviral	Giardia FBPA inh	Sm TGR block
Clc1ccc(-c2nnc(-c3ccccc3Cl)o2)cc1	2%	-12%	-2%	57	-1%	0%
Cc1cccc(NS(=O)(=O)c2ccc(C(=O)NCC3(N4CCCCC4)CCCCC3)cc2)c1C	4%	4%	?	-35	/	6%
Cc1nc2c(=O)[nH]c(=S)n(C)c2nc1C	4%	-16%	9%	-12	-3%	-6%
C[C@H]1CN([C@@H](C)CO)C(=O)c2cccc(NC(=O)C3CC3)c2O[C@H]1CN(C)C(=O)Nc1ccc2c(c1)OCO2	/	49%	0%	22	/	/
C=CCn1c(C(C)NC(=O)CC)nc2ccccc21 (configuration not stated)	2%	-19%	10%	3	-5%	-27%
Cc1ccc2c(c1)c1nc3ccccc3nc1n2C	-12%	-16%	11µM*	241	0%	-4%
O=C(Nc1cnn(Cc2ccc(Cl)cc2)c1)c1cnccn1	4%	-27%	11%	-4	9%	-14%
COc1cnc(-c2ccccn2)nc1Sc1ccc(Cl)cc1	-3%	12%	?	-14	4%	7%
CC(C)CNC(=O)C1=CC(c2ccc3c(c2)OCO3)=NS(=O)(=O)N1C	20%	/	/	-3	/	-5%
COc1cc(NC(=O)c2cc3cc4cc(OC)ccc4nc3o2)cc(OC)c1	0%	/	/	?	/	3%
O=C(c1ccccc1Cl)N1CCN(S(=O)(=O)N2CCCCC2)CC1	1%	15%	9%	?	10%	16%
COc1ccc(NC(=O)c2ccc(-c3nn(C)c(=O)c4ccccc34)cc2)cc1	-8%	-6%	0%	4	1%	5%
O=C(NC1CCCC1)c1cc2c(=O)n3ccccc3nc2s1	?	1%	-10%	44	/	-7%
Cc1ccc(O)c(N=Nc2nccs2)c1	-10%	-17%	?	-1	/	-13%
O=C(CNC(=O)c1cc(Cl)cc([N+](=O)[O-])c1)OCC(=O)N1CCCCC1	0%	-5%	13%	-9	/	3%
O=c1c(O[C@@H]2O[C@H](CO)[C@@H](O)[C@H](O)[C@H]2O)c(-c2ccc(O)c(O)c2)oc2cc(O)cc(O)c12	-7%	-12%	/	/	-19%	?
COc1ccc(C2CC2/C(C)=N/OC(=O)c2cccs2)cc1 (configuration not stated)	-3%	-19%	4%	57	0%	-12%
O=C(COC(=O)C1CCN(S(=O)(=O)c2cccs2)CC1)NCc1ccccc1	-3%	4%	11%	-36	-1%	-1%
O=C(CCc1ccccc1)Nc1nnc(-c2ccccn2)o1	-14%	-15%	-9%	?	1%	3%
Cc1cccc(/C=C/C(=O)c2ccc([N+](=O)[O-])o2)c1	0%	-12%	0.63µM*	-103*	/	1.6µM*
O=C(CCC1CCCCC1)NCc1cccnc1	0%	-5%	16%	-34	-1%	2%
CN1c2ccccc2C2(C)CCCC3=Cc4cccc([N+](=O)[O-])c4OC312 (configuration not stated)	-6%	-21%	7%	?	0%	-8%
O=C(Nc1nnc(COc2ccccc2)s1)c1ccco1	-3%	-1%	-2%	-35	17%	12%
CCOC(=O)[C@@H]1[C@H]2COc3cc(OC)ccc3[C@@H]2N2C(=O)N(c3cccc(Cl)c3)C(=O)[C@]12C	-4%	20%	?	/	-4%	26%
COC(=O)[C@H](Cc1ccccc1)NC(=O)N1Cc2ccccc2C[C@H]1C(=O)OC	-12%	33%	?	-18	-5%	-2%
O=C(CCc1ccccc1)Nc1cc(S(=O)(=O)N2CCOCC2)ccc1N1CCCC1	3%	13%	-16%	-15	/	-1%
CCOC(=O)c1c(C=O)c2ccccc2n1Cc1ccccc1F	2%	-19%	-4%	-7	-3%	37%[activator]
O=C(Nc1ccnn1C1CCN(C2CCCC2)CC1)c1ccccc1	0%	-2%	1%	2	/	4%
COC(=O)c1ccc(C)c(NC(=O)CCSc2ccc(C)cc2)c1	-1%	-16%	-7%	-16	7%	-5%
CN(Cc1ccccc1Cl)C(=O)CNC(=O)C12CC3CC(CC(C3)C1)C2	/	0%	-8%	19	/	/
Clc1ccc2c(c1)C(c1cccs1)=NNC(c1cccnc1)=N2	4%	-11%	-5%	?	2%	-1%
C=CCn1cc(C(=O)NCC2CCCO2)c(=O)c2cc(S(=O)(=O)N3CCCCCC3)ccc21 (configuration not stated)	4%	153%[activator]	?	-37	11%	0%
O=C(Nc1ccc(F)cc1)c1cc(S(=O)(=O)N2CCCCC2)ccc1F	-7%	-18%	?	-24	13%	6%
Cc1nc(CSc2n[nH]c(=O)n2-c2cccc(F)c2)cs1	-4%	-11%	16%	55	1%	9%
COc1ccc(C(=O)Nc2ccc(Nc3ccccc3)cc2)cc1[N+](=O)[O-]	?	-44%	11µM*	-18	-2%	-19%
Cc1cc(CNC(=O)c2ccc3c(c2)OCO3)c2ccccc2n1	?	-3%[2.29 µM]	?	?	0%	-20%
CCOc1ccc(-n2nc3ccc(NC(=O)Cc4ccccc4)cc3n2)cc1	13%	/	/	-107*	/	1%
CC(C)NS(=O)(=O)c1ccc(NC(=O)Cc2ccsc2)cc1	2%	-27%	2%	-18	6%	0%
Cc1ccccc1NC(=O)c1ccccc1NC(=O)Cc1cccc2ccccc12	?	-11%	17%	-2	7%	2%
COC(=O)/C=C/c1ccccc1CN1[C@@H](CC(=O)OC)c2ccccc2S1(=O)=O	7%	21%	20%	-17	/	-16%
CCOc1ccc(NC(=O)N2CCN(c3ccc(Cl)c(Cl)c3)CC2)cc1	9%	/	/	-36	/	7%
CCn1c(CNc2ccccc2Cl)nnc1SCC(=O)OC1CCCCC1	?	32%	-5%	11	5%	5%
O=C(c1cnn(C(=O)c2ccco2)c1)c1cc(F)ccc1O	/	-18%	9%	-7	/	/
Cc1ccc(Cl)cc1NC(=O)Cn1nc2c(cc1=O)CC(C)CC2 (configuration not stated)	3%	/	/	-32	/	48%[activator]
Cc1c(Cl)c([N+](=O)[O-])nn1CCCC(=O)Nc1cc(Cl)ccc1Cl	-13%	-29%	-21%	-29	-3%	-2%
O=C1NC(=O)N(Cc2ccccc2)C(=O)/C1=C\c1ccco1	-15%	-26%[11.4 µM]	20%	136	1%	-48%
CCCN(CCC)c1ncnc2c1cnn2-c1ccc(OC)cc1	?	47%	?	0	1%	-17%
Clc1ccc(-c2ccc(C=Nc3ccc(N4CCOCC4)cc3)o2)c(Cl)c1	2%	-10%	6%	-26	-27%	4%
CCCCOc1ccc(CONS(=O)(=O)c2ccc(NC(C)=O)cc2)cc1Cl	1%	4%	?	-11	-8%	18%
Cc1ccc(S(=O)(=O)Nc2ccc(C(=O)NC3CC3)cc2)cc1	-10%	-25%	8%	37	-4%	-3%
CC(=O)c1cccc(Nc2cc(C)nc3ccc(C)cc23)c1	5%	9%	?	-8	15%	9%
CC(Oc1ccc(Cl)cc1C(N)=O)C(=O)N1CCc2ccccc21 (configuration not stated)	/	-10%	?	28	/	/
COc1ccc(C2=NN(CC(=O)NCCCN(C)c3ccccc3)C(=O)CC2)cc1	-5%	/	/	69	/	-7%
CCOc1ccc(N(Cc2ccccc2)C(=O)c2nc(SCC)ncc2Cl)cc1	0%	/	/	-68*	/	9%
CCOC(=O)C1(Cc2cccc(F)c2)CCN(C(=O)c2ccoc2C)CC1	10%	98%[activator]	14%	-3	-2%	?
COc1ccc(NCc2ccc3c(c2)OCO3)cc1Cl	1%	-61%	11%	?	-4%	-11%
Cc1cc(C)cc(Oc2coc3c(CN(C)C)c(O)ccc3c2=O)c1	?	-15%	10%	-14	6%	11%
CC(=O)c1c(C(C)=O)c(C)n(C(c2ccccc2)c2ccccc2)c1C	-10%	37%	19%	-17	1%	19%
Cc1ccc2c(c1)CCCN2C(=O)c1ccoc1C	?	-8%	-19%	3	-7%	50µM*
N#Cc1c(NC(=O)COC(=O)c2nccnc2N)sc2c1CCCC2	-16%	-23%	6%	2	/	-23%
More results:
SMILES	AmpC inh detg	AmpC inh no detg	HCV inhibitor	HCMV antiviral	Giardia FBPA inh	Sm TGR block
CCOc1ccc(-c2cc(NC(=O)c3ccc(C)cc3)c(C(=O)OC)s2)cc1	22%	/	/	2	/	2%
CCOC(=O)/C(C(=Nc1ccccc1)Nc1ccccc1)=C(\C)O	?	-15%	-19%	56	-7%	-1%
O=C(COC(=O)c1cnccn1)NC1CCCc2ccccc21 (configuration not stated)	/	-15%	-2%	-3	/	/
COc1ccc(-n2c(SC)nc3sc4c(c3c2=O)CCN(C(C)=O)C4)cc1	15%	/	/	25	/	7%
COc1ccc(N(C(=O)c2snc(C(N)=O)c2N)C(C(=O)NC2CCCC2)c2ccco2)cc1 (configuration not stated)	4%	29%	-20%	-38	/	-10%
CN(C(=O)CSc1nc2sc3c(c2c(=O)n1C)CCC3)C1CCS(=O)(=O)C1 (configuration not stated)	-2%	0%	1%	-10	/	4%
COc1ccc(NC(=O)CS(=O)c2ccccc2Cl)cc1 (configuration not stated)	-3%	-8%	-7%	28	/	-2%
CC(C)CCNC(=O)CN1C(=O)CN=C(c2ccccc2)c2ccccc21	3%	-14%	-7%	0	2%	7%
CC(C)Sc1nc2c(cnn2-c2ccc(F)cc2)c(=O)[nH]1	?	-25%	-19%	20	-4%	2%
O=C(Nc1ccc(F)c(Cl)c1)C1CCCN(S(=O)(=O)c2cccc3nsnc23)C1 (configuration not stated)	0%	/	/	-19	/	1%
Cc1nn(CC(=O)Nc2ccc(C#N)cc2)c(C)c1[N+](=O)[O-]	?	-1%[2.29 µM]	4%	-34	1%	-7%
COc1ccc(C(=O)NC(=S)Nc2ccc(N3CCN(C(C)=O)CC3)cc2)cc1[N+](=O)[O-]	4%	45%	-19%	12	1%	8.9µM*
N#CCSC1=Nc2ccccc2C2=NC(CCC(=O)N3CCN(c4ccccc4)CC3)C(=O)N12 (configuration not stated)	-6%	38%	-9%	35	?	-10%
Cc1ccc(N2CC(C(=O)Oc3cccc(N4C(=O)CCC4=O)c3)CC2=O)cc1 (configuration not stated)	?	-5%	?	22	3%	5%
Cc1ccc(C(=O)NCCNS(=O)(=O)c2ccccc2)cc1	?	-10%	8%	41	6%	-1%

Shown with two lines to a compound: entries from further up.
Values in the order – AmpC inh detg, AmpC inh no detg, HCV inhibitor, HCMV antiviral, Giardia FBPA inh, Sm TGR block
CCCCOc1ccc(CONS(=O)(=O)c2ccc(NC(C)=O)cc2)cc1Cl
    1%, 4%, ?, -11, -8%, 18%
CN(C(=O)CSc1nc2sc3c(c2c(=O)n1C)CCC3)C1CCS(=O)(=O)C1 (configuration not stated)
    -2%, 0%, 1%, -10, /, 4%
O=C(CNC(=O)c1cc(Cl)cc([N+](=O)[O-])c1)OCC(=O)N1CCCCC1
    0%, -5%, 13%, -9, /, 3%
CCOc1ccc(-n2nc3ccc(NC(=O)Cc4ccccc4)cc3n2)cc1
    13%, /, /, -107*, /, 1%

Rows are unselected. Share with any hit: about 9.9%.
